TAG inh – inhibitors of triacylglycerol accumulation, primary screen, cell-based, uHTS, fluorescence, H9c2 | H9c2 cells, Nile Red lipid (TAG) fluorescence; cells loaded with 200 µM oleic acid | inhibition, % at 12.5 µM | 230,000 tested, 0.66% active | AID 651582, 2012;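 active = pattern-corrected inhibition of lipid staining of at least 50% with the nuclear-stain viability signal not falling by more than 50%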;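 note: 0% = DMSO wells and 100% = triacsin C control wells; some results filed as inactive read as strong as hits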
TAG inh DAPI viability – second read-out of TAG inh, no call of its own (marks repeat the call); DAPI nuclei signal change (viability), lower = more cytotoxic, %;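 whole-well DAPI fluorescence read on a plate reader as a viability signal; minus 50 percent equals half of cells still viable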
* = called active by the depositor. Only part of the results is shown, so the mix of outcomes need not match the whole.

Values in the order – TAG inh, TAG inh DAPI viability
> COc1cccc(-n2cnc3c(sc4nc(N5CCOCC5)c5c(c43)CCCC5)c2=O)c1
 : 5, 12
> CCn1c(SCC(=O)Nc2ccccc2C(=O)OC)nnc1-c1ccoc1C
 : 5, -7
> Cc1c(NC(=O)c2ccc(CN3CCc4ccccc4C3)cc2)c(=O)n(-c2ccccc2)n1C
 : 16, 12
> CC(=O)C1=C(C)NC(=O)NC1/C=C/c1ccccc1 (configuration not stated)
 : -8, 2
> CCOC(=O)C1Nc2ccc(C(F)(F)F)cc2C2C=CCC12 (configuration not stated)
 : 4, -5
> CCn1c(SC(C)C(=O)OC)nnc1-c1c[nH]c2ccccc12 (configuration not stated)
 : 3, -11
> Cc1ccc(-c2[nH]c(-c3ccc(Cl)cc3)nc2SCC(=O)NCC2CCCO2)cc1 (configuration not stated)
 : 13, -6
> CCOc1ccc(NC(=O)c2ccc(NC(=O)c3ccc(NC(N)=O)cc3)cc2)cc1
 : 18, -5
> Cc1ccc(C)c(S(=O)(=O)Nc2ccc(C(=O)N3CCOCC3)cc2)c1
 : -3, 5
> CCCn1c(CNc2ccc(Br)cc2)nc2ccccc21
 : -5, 0
> CN(C)c1cccc(C(=O)NCCCSc2ccccc2)c1
 : -3, 2
> Cc1ccc(NS(=O)(=O)c2ccc(C)c(NC(=O)COc3ccc4ccccc4c3)c2)c(C)c1
 : -10, 2
> COc1cccc(CNC(=O)CCC2CCCN(C(=O)Cc3ccccc3F)C2)c1 (configuration not stated)
 : -14, 2
> CC(NC(=O)NCCCC(=O)O)(C(F)(F)F)C(F)(F)F
 : -6, 7
> O=C(NCCc1ccccc1)C1CCN(S(=O)(=O)N2CCCCCC2)CC1
 : 7, -18
> OC(c1ccccc1)c1nccc2ccccc12 (configuration not stated)
 : -6, -3
> NC(=O)c1ccccc1NC(=O)CN1CCN(Cc2ccc(Cl)cc2Cl)CC1
 : -21, 3
> N#Cc1ccc(OCC(=O)N2CCCC2=O)cc1
 : -8, 0
> CC(Oc1ccc(F)cc1)C(=O)Nc1cccc(-c2nn[nH]n2)c1 (configuration not stated)
 : -7, -5
> COc1cc(OC)cc(C(=O)N2CCCC(Nc3ccc(F)cc3)C2)c1 (configuration not stated)
 : -22, -3
> Cc1ccc(-c2nnn(CC(=O)Nc3cccc4cccnc34)n2)o1
 : -73, 3
> Cc1nc2oc(C(=O)c3ccccc3)c(N)c2c2c1COC(C)(C)C2
 : -18, 18
> O=C(c1cc2cc(Br)cc(Br)c2oc1=O)N1CCCC1
 : 4, -1
> Cc1c(-c2ccccc2)[n+](=O)c(-c2ccc(Cl)cc2)c(C)n1[O-]
 : 17, -11
> CCC(c1nnnn1CCOC)N(Cc1ccc(C)cc1)Cc1cc2cc(OC)ccc2[nH]c1=O (configuration not stated)
 : 12, -4
> COc1ccc(-c2cn[nH]c2-c2ccc(OCc3ccc(F)cc3)cc2O)cc1OC
 : -25, 8
> O=C(/C=C/c1cccc(Cl)c1)OCC(=O)c1ccc[nH]1
 : 17, -19
> CC(=O)c1cccc(NC(=O)COC(=O)CCC(=O)c2cccs2)c1
 : -28, 3
> O=C(Cn1c(CO)nc2ccccc21)NC1CCCCCC1
 : 7, -14
> Cc1cc(F)ccc1S(=O)(=O)Nc1ncnc2sc3c(c12)CCC3
 : -10, 12
> CN(c1ccc(C(=O)NC2CCCCC2)cc1)S(=O)(=O)c1ccccc1
 : -10, 2
> O=C(OCC(=O)c1ccc(Cl)s1)c1cnccn1
 : 4, -5
> CCOc1ccc(C(C)NC(=O)CCC(=O)O)cc1 (configuration not stated)
 : -1, 2
> Cc1nn(Cc2cccc3ccccc23)c(C)c1NC(=O)c1cccnc1
 : 5, -1
> CCCS(=O)(=O)NC(=O)C1(C)CCN(C(=O)c2cc(C(C)(C)C)nn2C)C1 (configuration not stated)
 : 11, 0
> CCOc1ccccc1NC(=O)C1CCN(S(C)(=O)=O)CC1
 : -5, -1
> Cc1ccccc1NC(=O)C1CCCN(S(=O)(=O)c2ccc3c(c2)C(C)(C)C(=O)N3C)C1 (configuration not stated)
 : -7, -5
> CCC1CCc2sc(C(=O)N3CCN(c4ccccn4)CC3)cc2C1 (configuration not stated)
 : 3, -5
> CC(C)(C)c1ccc(-c2nnc(SCCC#N)n2C2CCCC2)cc1
 : 18, -1
> O=c1c2ccccc2nc(COc2ccccc2)n1/N=C/c1ccc(O)cc1O
 : 36, -22
> COc1ccc(/C=N/NC(=S)Nc2cc(C(F)(F)F)ccc2Cl)cc1
 : -1, -2
> CSC1=C(C#N)C(c2ccc3c(c2)OCO3)C2=C(CCCC2=O)N1 (configuration not stated)
 : -17, -3
> CC(C)(C)NCc1ccc(OCc2cccs2)cc1
 : -2, 12
> Cc1ccc(S(=O)(=O)NCc2ccccc2)cc1C(=O)NC1CCCCC1
 : 17, -2
> O=C(Nc1cc2c(cc1Br)OCCO2)c1cccnc1
 : 19, 7
> O=C1NC(c2cccc(Cl)c2)Nc2ccccc21 (configuration not stated)
 : -1, -4
> CCC(=O)N1CCCC(C)(C(=O)NS(=O)(=O)c2cccs2)C1 (configuration not stated)
 : 17, -9
> O=C(N=Nc1c(O)[nH]c2ccccc12)c1cc(-c2ccc(F)cc2)n[nH]1
 : -36, 14
> O=C1N/C(=N\N=C\c2ccco2)SC1Cc1ccccc1[N+](=O)[O-] (configuration not stated)
 : 10, 7
> Cc1cccc(NS(=O)(=O)c2cccc(C(=O)NCC(C)(C)N3CCOCC3)c2)c1
 : -13, 1

Additional structures:
Values in the order – TAG inh, TAG inh DAPI viability
> C=CCc1cccc2cc(C(=O)NC3=C(C#N)CCC3)c(=O)oc12
 : -2, 3
> O=c1c2ccccc2c(C=NCCCN2CCOCC2)c(O)n1Cc1ccccc1
 : 8, -12
> O=C(CCN1C(=O)C2CCCCC2C1=O)Nc1ccc(F)c(F)c1F (configuration not stated)
 : 6, 17
> COCCSc1ccccc1C(=O)Nc1cc([N+](=O)[O-])ccc1OC
 : -1, 1
> CC(=O)NCCNC(=O)c1cc(-c2cccc3ccccc23)nc2ccccc12
 : 3, -4
> COc1ccc(N2C(=O)C3CCCN3C2c2cc(OC)c(OC)c(OC)c2)cc1 (configuration not stated)
 : 3, -6
> COc1ccc2c(c1)c(CCNNC(=O)C(C)(C)C)c(C)n2C(=O)c1ccc(Cl)cc1
 : 22, -5
> Cc1ccc(C(=O)CCC(=O)OCC(=O)NNC(=O)c2ccccc2Cl)cc1
 : -4, 1
> Cc1ccc(Oc2ccc(/C=N/O)cn2)cc1
 : 6, -4
> Cn1c(=O)n(CCOc2ccc(Cl)cc2Cl)c2ccccc21
 : -14, 5
> N#CC(=Cc1cccs1)c1nc(-c2ccc(Cl)cc2)cs1
 : -28, 6
> Nc1cc(=O)[nH]c(SCC(=O)NCCC2=CCCCC2)n1
 : -5, 7
> O=C(CN1C(=O)CC(c2ccccc2)S(=O)(=O)c2ccccc21)N1CCCCC1 (configuration not stated)
 : -4, 2
> CCN(CC)S(=O)(=O)c1ccc(NC(=O)CSc2nc3nc(C)cc(C)c3c(=O)[nH]2)cc1
 : 14, -1
> CCn1c(=S)[nH]c2cc(S(=O)(=O)N3CCOCC3)ccc21
 : 3, 7
> Cc1cc(NCCCn2ccnc2)n2c(nc3ccccc32)c1C#N
 : 15, 9
> COc1ccc(N2C(=O)C3CCCN3C2c2ccccc2OC)cc1 (configuration not stated)
 : -5, 12
> COc1ccc(OC)c(NC(=O)CC2SC(=NCc3ccccc3)NC2=O)c1 (configuration not stated)
 : 18, -7
> CCC(=O)N1N=C(c2ccc(C)cc2)CC1c1ccco1 (configuration not stated)
 : -9, -4
> CCOC(=O)[C@@H]1[C@H]2COc3cc(OC)ccc3[C@@H]2N2C(=O)N(c3ccc(OC)cc3)C(=O)[C@@]12C
 : -9, 0

Of the compounds above, 10 have fluorine:
Values in the order – TAG inh, TAG inh DAPI viability
> CCOC(=O)C1Nc2ccc(C(F)(F)F)cc2C2C=CCC12 (configuration not stated)
 : 4, -5
> COc1cccc(CNC(=O)CCC2CCCN(C(=O)Cc3ccccc3F)C2)c1 (configuration not stated)
 : -14, 2
> CC(NC(=O)NCCCC(=O)O)(C(F)(F)F)C(F)(F)F
 : -6, 7
> CC(Oc1ccc(F)cc1)C(=O)Nc1cccc(-c2nn[nH]n2)c1 (configuration not stated)
 : -7, -5
> COc1cc(OC)cc(C(=O)N2CCCC(Nc3ccc(F)cc3)C2)c1 (configuration not stated)
 : -22, -3
> COc1ccc(-c2cn[nH]c2-c2ccc(OCc3ccc(F)cc3)cc2O)cc1OC
 : -25, 8
> Cc1cc(F)ccc1S(=O)(=O)Nc1ncnc2sc3c(c12)CCC3
 : -10, 12
> COc1ccc(/C=N/NC(=S)Nc2cc(C(F)(F)F)ccc2Cl)cc1
 : -1, -2
> O=C(N=Nc1c(O)[nH]c2ccccc12)c1cc(-c2ccc(F)cc2)n[nH]1
 : -36, 14
> O=C(CCN1C(=O)C2CCCCC2C1=O)Nc1ccc(F)c(F)c1F (configuration not stated)
 : 6, 17

Next entries.
Values in the order – TAG inh, TAG inh DAPI viability
> O=S(=O)(Nc1ccccc1Br)c1cccc2cccnc12
 : -9, -3
> CC(=O)NC1(c2nnnn2CCOC(=O)Nc2ccc(Cl)cc2)CCCCC1
 : 12, 1
> COc1cccc(C2C3=C(N=C4SCC(=O)N42)c2ccccc2CC3)c1OC (configuration not stated)
 : -18, -10
> CC1CN(C2CCN(S(=O)(=O)c3ccc4ccccc4c3)CC2)CC(C)O1 (configuration not stated)
 : 4, 10
> C[C@]12CC[C@@H]3c4cc(O)c(O)cc4CC[C@H]3[C@@H]1CC[C@@H]2O
 : 18, -9
> CCn1c(SCC(=O)N/N=C/c2ccccc2OCC(=O)O)nnc1-c1ccc(C(C)(C)C)cc1
 : -11, 6
> CC(=O)[C@@H]1[C@@H](C)N(Cc2ccccc2)C(=O)N[C@H]1c1ccccc1
 : -23, 4
> CN(CCc1ccccc1)c1ccc([N+](=O)[O-])cn1
 : -10, 4
> O=C(NCCCN1CCCC1=O)c1cc2ccccc2o1
 : 9, -4
> COc1cc(C(=O)NCC(c2cccs2)N2CCOCC2)cc(Br)c1OCc1ccccc1 (configuration not stated)
 : 31, -21
> N#Cc1ccc(NCC(=O)Nc2ccc3c(c2)OCCO3)cc1
 : 22, 2
> N#CCCN(C(=O)COC(=O)C1CCN(S(=O)(=O)c2ccccc2C(F)(F)F)CC1)c1ccccc1
 : -5, 4
> Cc1ccc(NCc2nnc(SCc3ccc(C#N)cc3)n2Cc2ccco2)c(C)c1
 : -2, 18
> Cc1cc(Oc2ccc(C#N)cc2)nc(N2CCOCC2)n1
 : -8, -2
> Cc1cccc(N2C(=O)N3[C@H](c4ccc(F)cc4)[C@@H]4C(=O)N(C5CCCCC5)C(=O)[C@@H]4[C@]3(Cc3ccccc3)C2=O)c1
 : 2, -12
> Cc1cc(C)nc(N(C#N)Cc2ccccc2)n1
 : -1, 0
> CSCCC(NC(=O)c1occc1C)C(=O)O (configuration not stated)
 : 3, 0
> COC(=O)C1(C)NC(c2cccc(C)c2)C2C(=O)N(c3ccc(F)cc3)C(=O)C21 (configuration not stated)
 : 10, -6
> CCCCCCC1CC(=O)NC(=S)N1 (configuration not stated)
 : 5, -6
> Cc1ccccc1-n1c(SCC(=O)NCC2CCCO2)nc2c([nH]c3ccccc32)c1=O (configuration not stated)
 : 3, -6
> O=C(N/N=C/c1ccc(F)cc1)c1ccc(OCc2ccccc2)cc1
 : -2, -1
> CCCC1C(c2ccco2)NC(c2ccco2)CC1(C)O (configuration not stated)
 : -6, 14
> O=C(c1nc2ccccn2c1CN1CCCC(c2nc3ccccc3o2)C1)N1CCCC1 (configuration not stated)
 : -11, 1
> COCCNc1ccc([N+](=O)[O-])cc1C(=O)Nc1cccc(C)n1
 : 10, -9
> Cc1ccc(NC(=O)CCC(=O)N/N=C/c2ccc([N+](=O)[O-])o2)cc1C
 : -2, 2
> CCC(CC)NC(=O)c1cccc(Br)c1
 : -12, -6
> C#CCSc1nnc(-c2sc(-c3ccccc3)nc2C)n1C
 : 0, 0
> COc1ccc([N+](=O)[O-])c(OC)c1C(=O)NC(=O)Nc1nc(C)nc(C)n1
 : 18, 2
> C=CCOc1ccc(/C=N/n2cncn2)cc1OC
 : 5, 4
> CN(C)c1ccc(P(=O)(OC2CCCCC2)C(O)c2ccccn2)cc1 (configuration not stated)
 : -3, -1
> CCc1ccccc1N(C(=O)Cn1nnc2ccccc21)C(C(=O)NCCOC)c1ccco1 (configuration not stated)
 : -15, 8
> CC(c1ccccc1)N1CC(C(=O)Nc2ccc(F)cc2)CC1=O (configuration not stated)
 : 2, -3
> Cn1c(=O)[nH]c2ncccc21
 : -2, -14
> COc1ccc(C(=O)Nc2nncs2)c(OC)c1
 : -8, -4
> COc1ccc2[nH]c(=O)c(CNc3cc(C)ccc3C)cc2c1
 : 2, 5
> COCCN(CC(=O)Nc1cc(Cl)ccc1-n1cncn1)Cc1nc2ccccc2c(=O)[nH]1
 : -6, 0
> CCc1cc(C(=O)N2CCCC(CNC(=O)c3ccc(-c4ccccc4)cc3)C2)no1 (configuration not stated)
 : 9, 4
> CC(=O)Oc1ccccc1Cn1c(C)c(C(=O)NCc2ccccc2C(F)(F)F)sc1=O
 : 4, -15
> O=C1COc2c1ccc(O)c2O
 : 4, 10
> Cc1cc(C(=O)CN2C(=O)CCC2=O)c(C)n1Cc1ccccc1
 : -24, -4
> CC1(C(=O)NS(=O)(=O)c2ccc(C#N)cc2)CCN1C(=O)c1ccccc1CCc1ccccc1 (configuration not stated)
 : -2, 6
> O=C(CN1C(=O)NC2(CCCCC2)C1=O)N1CCN(S(=O)(=O)c2ccc(F)cc2)CC1
 : -25, 2
> O=C1c2ccccc2C(=O)N1CCCCSc1nnc2c(Cl)cc(Cl)cn12
 : -9, 17
> COc1ccccc1C(=O)Nc1ccc(Oc2ncnc3sc(-c4ccccc4)cc23)cc1
 : -2, 13
> Cc1cccn2c(=O)nc(SCC(=O)N3CCCCC3)nc12
 : -9, 0
> Cc1ccc(NC2CC(=O)N(c3ccc(C)cc3)C2=O)cc1 (configuration not stated)
 : 0, -4
> COc1cc(SC)ccc1C(=O)OC(C)C(=O)NC1CCCC1 (configuration not stated)
 : 37, -2
